Assay outcomes from PubChem.
hERG protect: compounds protecting human hERG from proarrhythmic drug block; Q12809; CHO-hERG, FluxOR thallium flux, dofetilide IC70 present; activation (rescue from dofetilide block), less the hit threshold, % at 10 µM; 310,000 compounds, 0.51% hits;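 active = activation above the mean of controls blocked by dofetilide plus 5 SD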;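 also: thallium influx through hERG after potassium depolarization seen as dye fluorescence rise; in these data hits start at about 4.7%; inactives centre near -7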
RGS4 pot: potentiators or activators of RGS4 | HEK293 M3R/inducible RGS4, carbachol calcium flux Fluo4; hits give low values | B-score at 10 µM | AID 463111 | 310,000 compounds, 0.92% hits;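 active = B-score of the integrated calcium signal more than 4 SD below the library mean, with starting fluorescence not abnormally high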;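 also: negative B-score means reduced calcium response which marks RGS4 activation or potentiation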
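test system = M3R-expressing HEK293 line, RGS4 induced by doxycycline | probe or stimulus = carbachol at ECmax as muscarinic agonist stimulus | timing = dye loading 30 min 37 °C, buffer rest 30 min RT | signal = calcium dye Fluo4 fluorescence | evaluation = B score from integrated fluorescence ratio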
RGS4 inh: human RGS4 inhibition | P49798 | HEK293 M3R/RGS4 inducible, Fluo-4 calcium flux; hits give high values; triggered by carbachol at its EC20 | B-score at 10 µM | 310,000 compounds, 0.45% hits;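 active = B-score, a plate-corrected calcium signal, over three deviations above library mean, with baseline fluorescence within five deviations of library mean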;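 also: RGS4 expression induced by doxycycline in cells with stable M3 receptor; B-score is computed from the integrated fluorescence ratio over baseline after carbachol; higher B-score means a larger calcium signal and so more RGS4 inhibition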
ANO1 activ: mouse TMEM16A channel activation, primary screen | Q8BHY3 | HEK293 TMEM16A/YFP-H148Q/I152L, iodide quench fluorescence; hits give low values | B-score at 10 µM | 340,000 compounds, 0.3% hits;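 active = fluorescence-ratio B-score plate-corrected deviation score at least 3 library SD below zero, with starting fluorescence score within 5 deviations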;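 also: channel opened by trigger with iodide after compound preincubation; score built on the fluorescence ratio of max minus min over baseline; more negative score means more quench and so TMEM16A activation or potentiation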
Target sequence (Q8BHY3 whole entry, looked up): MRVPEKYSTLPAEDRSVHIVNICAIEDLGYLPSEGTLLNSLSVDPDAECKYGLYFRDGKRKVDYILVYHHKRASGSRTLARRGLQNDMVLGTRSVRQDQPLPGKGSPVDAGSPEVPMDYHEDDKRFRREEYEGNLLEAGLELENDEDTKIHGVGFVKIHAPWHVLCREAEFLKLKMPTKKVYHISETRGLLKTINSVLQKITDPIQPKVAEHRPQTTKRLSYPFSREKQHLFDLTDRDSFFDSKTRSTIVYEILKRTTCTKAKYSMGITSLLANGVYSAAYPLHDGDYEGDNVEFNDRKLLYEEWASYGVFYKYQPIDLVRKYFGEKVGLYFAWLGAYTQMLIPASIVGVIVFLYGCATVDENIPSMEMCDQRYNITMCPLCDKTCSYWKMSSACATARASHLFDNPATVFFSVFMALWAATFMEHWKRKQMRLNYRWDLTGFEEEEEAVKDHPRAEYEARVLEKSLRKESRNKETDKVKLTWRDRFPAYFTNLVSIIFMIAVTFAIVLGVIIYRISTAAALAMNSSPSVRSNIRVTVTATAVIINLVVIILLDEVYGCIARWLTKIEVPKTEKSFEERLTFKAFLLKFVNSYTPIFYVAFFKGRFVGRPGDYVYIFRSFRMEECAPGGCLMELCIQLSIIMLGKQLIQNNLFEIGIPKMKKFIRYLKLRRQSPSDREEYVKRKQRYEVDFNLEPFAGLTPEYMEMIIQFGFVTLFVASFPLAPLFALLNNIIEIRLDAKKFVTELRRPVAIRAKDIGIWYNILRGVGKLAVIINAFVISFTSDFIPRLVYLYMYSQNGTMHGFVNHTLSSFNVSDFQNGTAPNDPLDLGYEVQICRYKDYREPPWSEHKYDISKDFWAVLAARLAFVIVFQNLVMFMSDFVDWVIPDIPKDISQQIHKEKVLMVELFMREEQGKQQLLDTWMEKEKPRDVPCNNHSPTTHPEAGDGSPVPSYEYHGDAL
KCNQ1 act: potentiates or activates the human KCNQ1 potassium channel; P51787; CHO-K1 KCNQ1, thallium flux FluxOR fluorescence; hits give high values; B-score at 10 µM; 310,000 compounds, 0.35% hits; AID 2648;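 active = fluorescence ratio B-score, a plate-corrected score, at least three library SD, with initial intensity B-score within 5 SD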
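Assay system: CHO-K1 cells stably expressing KCNQ1. Medium: assay buffer for compound exposure, DMSO matched across wells. Timing: 37 °C overnight plating, 90-min dark dye load, 20-min compound pretreatment. Signal: kinetic FluxOR fluorescence, 10 s baseline plus 110 s post-stimulus.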
KCNK9 block: inhibitors of human KCNK9 two-pore domain potassium channel | HEK293 KCNK9, FluxOR thallium flux fluorescence; hits give low values | B-score at 10 µM | Q9NPC2 | 310,000 compounds, 1.2% hits;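 active = ratio B-score over 3 SD below the library mean, with starting fluorescence within 5 SD of its mean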;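 also: negative B-score means less thallium flux so channel inhibition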
ANO1 block: mouse TMEM16A channel inhibition, primary screen. Q8BHY3. HEK293 TMEM16A/YFP iodide influx fluorescence, ionomycin. normalized B-score (activity score, 25-100; higher = stronger inhibition) at 10 µM. 310,000 compounds, 1.2% hits. AID 588511;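 active = ratio plate-corrected score three or more library SD toward inhibition, starting fluorescence score within five deviations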;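 also: score derived from kinetic fluorescence span divided by baseline fluorescence per well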
KCNQ1 block: inhibitors of human KCNQ1 potassium channel; CHO-K1 KCNQ1, FluxOR thallium flux fluorescence; hits give high values; P51787; B-score at 10 µM; AID 2642; 310,000 compounds, 1.3% hits;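 active = compounds whose thallium flux B-score, printed positive for inhibition, exceeds three library SD while starting fluorescence stays within three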;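 also: channel opened by potassium depolarization with thallium stimulus after 20 min compound exposure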
KCNK3 inh: human KCNK3 channel inhibition, primary screen | O14649 | CHO-KCNK3 thallium flux, FluxOR fluorescence; hits give low values | B-score at 10 µM | 340,000 compounds, 0.84% hits | AID 602410;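 active = B-score under library mean minus 4 SD, starting fluorescence ratio at most library mean plus 5 SD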;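 also: more negative B-score means stronger inhibition of thallium flux through KCNK3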
HDAC3 inhib: human HDAC3 inhibition; O15379; 320,000 compounds, 0.15% hits; AID 2718; recombinant HDAC3, fluorogenic peptide/trypsin coupled, fluorescence; inhibition, % at 8.3 µM; in the data active = inhibition above about 26%, passing the limit was not always enough; inconclusive = no clear call, values can overlap the other calls
SKKanGAS inh: SKKanGAS growth inhibition; inhibition, % at 7.5 µM; S. pyogenes SKKanGAS, kanamycin growth, BacTiter-Glo, 6 h; 300,000 compounds, 1.3% hits;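 active = mean replicate score, as percent of positive control median, at least 50; inconclusive = mean below 50 but one replicate at or above 50; inactive = mean and every replicate below 50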;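 also: strain carries kanamycin resistance gene driven by streptokinase promoter and grows in 40 µg/ml kanamycin; loss of luminescence reflects streptokinase promoter inhibition or plain growth inhibition; 0% = median of DMSO wells and 100% = positive control at its reference dose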
An asterisk follows results filed as active; i = inactive; ? = inconclusive; / = no result given.

SMILES	hERG protect	RGS4 pot	RGS4 inh	ANO1 activ	KCNQ1 act	KCNK9 block	ANO1 block	KCNQ1 block	KCNK3 inh	HDAC3 inhib	SKKanGAS inh
NC(=O)[C@@H]1CC2(CC(c3cccc(NC(=O)CC(c4ccccc4)c4ccccc4)c3)=NO2)CN1C(=O)COc1ccc(Cl)cc1 (stereo partly drawn)	-11	i	i	i	i	i	i	i	i	-5	31
COC(=O)C1C(=O)C2=C(CC1C)NC(C)=C(C(=O)OC1CCCCC1)C2c1ccc(N(C)C)cc1 (stereo not drawn)	-21	i	i	i	i	i	i	i	i	6	1
CCOC(=O)C1=C(C)N=c2s/c(=C/c3cccc([N+](=O)[O-])c3O)c(=O)n2C1c1ccccc1 (stereo not drawn)	-28	i	i	i	i	i	100*	13*	-12*	-2	34
O=C(CCNC(=O)c1ccccc1Cl)Nc1nc(-c2ccc3ccccc3c2)cs1	-8	i	i	i	i	-8.2*	i	i	i	-5	29
CCOc1ccc(-n2nc3cc(C)c(N)cc3n2)cc1	0	i	i	i	i	i	i	i	i	-9	11
COc1cc(/C=C/C(=O)O)cc(S(=O)(=O)N2CCCc3ccccc32)c1OC	-13	i	i	i	i	i	i	i	i	0	4
CCOc1ccc(/C=C2\SC(=S)N(CCC(=O)Nc3ccccc3C(=O)O)C2=O)cc1	-11	i	i	i	i	i	i	i	i	5	28
COc1ccccc1C(=O)Nc1ccccc1SC	-6	i	i	i	i	i	i	i	i	-1	-6
NS(=O)(=O)c1cccc(NC(=O)CN2CCN(Cc3ccc4c(c3)OCO4)CC2)c1	-6	i	i	i	i	i	i	i	i	?	0
COc1ccccc1CN1CC(C(=O)NCc2nccn2C)CCC1=O (stereo not drawn)	-12	i	i	i	i	i	i	i	i	2	-4
OC(CNCCc1ccc(C(F)(F)F)cc1)COc1ccc2ccccc2c1 (stereo not drawn)	-24	i	i	i	i	i	i	i	i	?	-10
CC(CCc1ccccc1)NC(=O)C1CCN(S(=O)(=O)N2CCCCC2)CC1 (stereo not drawn)	-5	i	i	i	i	i	i	i	i	0	-9
CCOC(=O)C1CCN(Cc2ccc(OCc3ccccc3)c(OC)c2)CC1	-6	i	i	i	i	i	i	i	i	-1	-2
O=C1CN(C(=O)c2ccccc2)c2ccccc2N1	-4	i	i	i	i	i	i	i	i	-2	4
CCOC(=O)N1CCC(Nc2ncnc3c2cnn3-c2ccc(Cl)cc2)CC1	-10	i	i	i	i	i	/	i	i	/	7
COCCOC(=O)c1sc(=S)n(CCOC)c1N	-10	i	i	i	i	i	i	i	i	9	4
C=CCn1c(SCC(N)=O)nnc1-c1cnccn1	0	i	i	i	i	i	i	i	i	2	-1
O=[N+]([O-])c1ccc(N2CCC(O)CC2)nc1	-5	i	i	i	i	i	i	i	i	-5	1
Cc1nn2c(C)c(C(=O)Nc3ccccc3)cnc2c1C#N	-13	i	i	i	i	i	i	i	i	6	7
COc1cc(CC(=O)OCC(=O)NC2CC2)cc(OC)c1OC	-4	i	i	i	i	i	i	i	i	-1	-10

Compound profiles, as listed above. Screens in order: hERG protect	RGS4 pot	RGS4 inh	ANO1 activ	KCNQ1 act	KCNK9 block	ANO1 block	KCNQ1 block	KCNK3 inh	HDAC3 inhib	SKKanGAS inh
`Cc1nn2c(C)c(C(=O)Nc3ccccc3)cnc2c1C#N` is listed with -13	i	i	i	i	i	i	i	i	6	7
`NS(=O)(=O)c1cccc(NC(=O)CN2CCN(Cc3ccc4c(c3)OCO4)CC2)c1` is listed with -6	i	i	i	i	i	i	i	i	?	0

The list continues:
SMILES	hERG protect	RGS4 pot	RGS4 inh	ANO1 activ	KCNQ1 act	KCNK9 block	ANO1 block	KCNQ1 block	KCNK3 inh	HDAC3 inhib	SKKanGAS inh
Cc1cccc(NC(=O)C2CCCN2C(=O)OCC(C)C)c1 (stereo not drawn)	-12	i	i	i	i	i	i	i	i	5	/
O=C(NCCc1ccccc1)c1nc(CS(=O)(=O)c2ccc(Cl)cc2)no1	-6	i	i	i	i	i	i	i	i	-5	-2
CN(C)S(=O)(=O)c1ccc(NC=C(C#N)C#N)cc1	-4	i	i	i	i	i	i	i	i	0	-1
Cc1c(C(=O)C(=O)N2CCN(C)CC2)c2ccccc2n1C	-20	i	i	i	i	i	i	i	i	3	4
c1ccc2sc(NC3=NCN(CC4CCCO4)CN3)nc2c1 (stereo not drawn)	-16	i	i	i	i	i	i	i	i	-2	2
O=C(O)CN(CCc1ccccc1)S(=O)(=O)c1ccccc1	-5	i	i	i	i	i	i	i	i	-9	0
O=C1Cc2cc(NS(=O)(=O)c3ccc(F)cc3)cc3c2N1CCC3	-7	i	i	i	i	i	i	i	i	-2	-1
Cc1ccc([N+](=O)[O-])cc1NC(=O)CSc1nncc2ccccc12	-9	i	i	i	i	i	i	i	i	3	-6
Cc1c(C(=O)N2CCCCCC2)oc2ccccc12	-10	i	i	i	i	i	i	i	i	0	0
Cc1[nH]nc2c1/C(=N\O)CCC2	-8	i	i	i	i	i	i	i	i	7	2
COc1cc(C(=O)N2CCN(S(=O)(=O)c3ccc(C)cc3)CC2)ccc1OCc1c(C)noc1C	-7	i	i	i	i	i	i	i	i	-9	-7
CN1C(=O)C(C)(C)c2cc(S(=O)(=O)NCC(=O)NCc3ccccc3)ccc21	-6	i	i	i	i	i	i	i	i	-2	-5
CN(CCc1ccccn1)C(=O)c1cccnc1Oc1ccccc1	-10	i	i	i	i	i	i	i	i	7	-10
N#Cc1c(NC2CCCCC2)nc(-c2ccco2)c2c1CCCC2	-13	i	i	i	i	i	i	i	i	0	42
C=CCN1C(=O)c2ccc(C(=O)N(CC)CC(=O)Nc3ccc(OC)cc3)cc2C1=O	-13	i	i	i	i	i	i	i	i	/	-1
CC(NS(=O)(=O)c1ccccc1)C(c1cccs1)N1CCN(c2ccccc2)CC1 (stereo not drawn)	-5	i	i	i	i	i	i	i	i	13	5
CC(=O)N1CCCc2cc(S(=O)(=O)Nc3ccc(C)cc3C)ccc21	-7	i	i	i	i	i	i	i	i	-11	-3
CCOc1ccc(C(NC(=O)c2ccco2)c2ccc(OC)c(OC)c2)cc1 (stereo not drawn)	-10	i	i	i	i	i	i	i	i	-7	1
N#CCSc1nnc(-c2ccc(S(=O)(=O)N3CCOCC3)cc2)n1CC1CCCO1 (stereo not drawn)	-11	i	i	/	i	i	i	i	i	-9	-2
NC(=O)c1cccnc1Oc1ccccc1	-7	i	i	i	i	i	i	i	i	-3	1
COC(=O)[C@H](CCSC)NC(=O)NCc1ccc(S(N)(=O)=O)cc1	-12	i	i	i	i	i	i	i	i	0	3
CCCCOc1ccc(C2=CSC3=NCCN23)cc1[N+](=O)[O-]	-10	-7.4*	i	i	i	i	i	i	i	3	-1
CCOC(=O)CN1NC2(CCCCC2)NC1=S	-3	i	i	i	i	i	i	i	i	4	14
COCCn1c(SCC(=O)N2CC(=O)Nc3ccccc32)nc2ccccc2c1=O	-4	i	i	i	i	i	i	i	i	7	-6
O=C1NN=C(CSc2n[nH]c(=S)s2)CS1	-6	i	i	i	i	i	i	i	i	24	39
Cn1nccc1NC(=O)Nc1cccc(Cl)c1Cl	-8	i	i	i	i	i	i	i	i	2	1
COc1ccccc1N(CC(=O)NCc1ccccc1)S(C)(=O)=O	-3	i	i	i	i	i	i	i	i	-2	-3
C[C@H](NC(=O)c1ccc(C(C)(C)C)cc1)C(=O)N1CCC2(CC1)NCCc1[nH]cnc12	-6	i	i	i	i	i	i	i	i	-2	-1
N=c1oc2ccc(Cl)cc2cc1C(=O)Nc1ccc(F)cc1	-1	i	i	i	i	i	i	i	i	-5	3
COc1cccc2c1OC[C@@H](CO)[C@H]2N(C)C(=O)Nc1ccc(Cl)cc1Cl	-13	i	i	i	i	i	i	i	i	0	-7
Cc1ccc(NC(=O)CSc2nc3c(c(=O)[nH]2)CCCC3)cc1C	-6	i	i	i	i	i	i	i	i	0	1
COc1ccc(C(=O)N2CCCc3ccccc32)cc1Br	-16	i	i	i	i	i	i	i	i	0	1
CC(=O)Oc1ccc(-c2ccc(C(=O)NCCc3ccc(S(N)(=O)=O)cc3)cc2)cc1	-10	i	i	i	i	i	i	i	i	-22	-3
O=C(Nc1nc2ccc(Oc3ccccc3)cc2s1)c1cc([N+](=O)[O-])ccc1N1CCOCC1	-2	i	i	i	i	i	i	i	i	5	23
Cc1ccc(-n2c(Cn3cnc4ccccc43)nnc2SCC(=O)O)cc1	-15	i	i	i	i	i	i	i	i	-3	-9
Cn1c(CSc2ncccn2)nnc1SCC(=O)N1CCCC1	-1	i	i	i	i	i	i	i	i	0	6
O=C(CSc1nc2ccccc2[nH]1)NC(=O)NCc1ccco1	-5	i	i	i	i	i	i	i	i	3	2
Cc1cccc(NC(=O)CSc2nc(=O)n(CCCN3CCOCC3)c3c2CCCC3)c1	-12	i	i	i	i	i	i	i	i	1	-13
COc1ccc(CCN(C)C(=S)NC(=O)c2ccc(F)cc2Cl)cc1OC	-8	i	i	i	i	i	i	i	i	1	-4
Cc1ccccc1-n1c(SCC(=O)N/N=C/c2c(C)nn(-c3ccccc3)c2C)nc2ccccc2c1=O	-12	i	i	i	i	i	i	i	i	0	32
COc1cc(C)c(C)cc1S(=O)(=O)N1CCN(Cc2ccccc2)CC1	-7	i	i	i	i	i	i	i	i	-1	-5
Cn1c2c(c(=O)n(C)c1=O)C(c1ccc(O)cc1)Nc1ccccc1O2 (stereo not drawn)	-2	i	i	i	i	i	i	i	i	0	-4
N=C1CCCN1CC(=O)c1ccc(Cl)cc1	-9	i	i	i	i	i	i	i	i	-4	-9
CC(C)NC(=O)c1onc(CSc2ccc(Cl)cc2)c1C(=O)NC(C)C	-8	i	i	i	i	i	i	i	i	3	-2
COc1ccc(/C=N/OCc2ccc(Br)cc2)c(OC)c1	-5	i	i	i	i	i	i	i	i	1	-12
CCOC(=O)C1=C(C)NC(SCC(N)=O)=C(C#N)C1c1ccncc1 (stereo not drawn)	-4	i	i	i	i	i	i	i	i	3	1
Cc1ccc(C)n1NC(=O)c1cccs1	-8	i	i	i	i	i	i	i	i	-3	-2
COc1cc(CNn2nnnc2N)ccc1OCc1c(Cl)cccc1Cl	-10	i	i	i	i	i	i	i	i	-5	-3
Cc1ccc(NC(=S)NC(=O)CC2CC(C)(C)OC2=O)cc1 (stereo not drawn)	-8	i	i	i	i	i	i	i	i	-1	-9
CCOCCn1c(COc2ccccc2)nc2ccccc21	-6	i	i	i	i	i	i	i	i	-3	7
